hIAP act = human IAP activation; purified human IAP, CDP-Star luminescence, 30 min; hits give high values; 1 = vehicle-only enzyme, 0 = enzyme-free background; activation factor at 10 µM; 330,000 compounds, 0.16% hits; AID 2524;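 active = activation factor of the enzyme at least 2-fold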; also: the source names both 10 and 20 µM as test concentration; values of inactives mirror those of a sister screen read the other way
hIAP inh = human IAP inhibition; P09923; purified IAP, CDP-Star luminescence, 30 min; inhibition, % at 10 µM; 330,000 compounds, 0.12% hits;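 active = inhibition reaching a set limit with compound at 10 µM in the primary screen, cut at about 35% in these data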;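 also: plate controls were DMSO wells with enzyme for no effect and no-enzyme buffer wells for full effect; values of inactives mirror those of a sister screen read the other way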
mIAP act = increases mouse intestinal alkaline phosphatase activity | activation factor at 10 µM | AID 2805 | 330,000 compounds, 0.24% hits | muIAP, CDP-Star luminescence, 30 min; hits give high values; 1 = vehicle-only enzyme signal, 0 = enzyme-free wells;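 active = activation factor of at least 2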; also: the source names both 10 and 20 µM as test concentration; values of inactives mirror those of a sister screen read the other way
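also added = chemiluminescent substrate CDP-Star | test system = mouse IAP enzyme | signal = chemiluminescence readout | compound = DMSO-dissolved test compounds | incubation = 30 min at room temperature | benchmarks = DMSO wells, no-enzyme wells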
mIAP block = blocks mouse intestinal alkaline phosphatase | purified mouse IAP, CDP-Star luminescence, 30 min | inhibition, % at 10 µM | 330,000 compounds, 0.2% hits | AID 2806;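 active = inhibition of at least 40% at 10 µM in the primary screen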;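 also: plate controls were DMSO with enzyme for no effect and no enzyme wells for full effect; values of inactives mirror those of a sister screen read the other way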
MPTP inh = blocks calcium-induced mitochondrial swelling; isolated mouse mitochondria, Ca2+ swelling absorbance, 30 min; inhibition, % at 10 µM; 360,000 compounds, 1.4% hits;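 active = inhibition of 50% or more, scaled per plate between neutral and stimulator controls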;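 also: 0% = DMSO wells given calcium and 100% = 1 mM EGTA wells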
A3G deaminase = APOBEC3G (human) deaminase inhibition; Q9HC16; recombinant A3G, ssDNA deamination FAM/TAMRA fluorescence; inhibition, % at 20 µM; 330,000 compounds, 0.28% hits;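 active = inhibition of at least 40% at 20 µM, with no more than 30% in the related APOBEC3A deaminase screen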;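 also: plate controls were DMSO wells with A3G for no effect and wells lacking A3G enzyme for full effect; some compounds called inactive have numbers as strong as hits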
Target sequence (Q9HC16 whole entry, looked up): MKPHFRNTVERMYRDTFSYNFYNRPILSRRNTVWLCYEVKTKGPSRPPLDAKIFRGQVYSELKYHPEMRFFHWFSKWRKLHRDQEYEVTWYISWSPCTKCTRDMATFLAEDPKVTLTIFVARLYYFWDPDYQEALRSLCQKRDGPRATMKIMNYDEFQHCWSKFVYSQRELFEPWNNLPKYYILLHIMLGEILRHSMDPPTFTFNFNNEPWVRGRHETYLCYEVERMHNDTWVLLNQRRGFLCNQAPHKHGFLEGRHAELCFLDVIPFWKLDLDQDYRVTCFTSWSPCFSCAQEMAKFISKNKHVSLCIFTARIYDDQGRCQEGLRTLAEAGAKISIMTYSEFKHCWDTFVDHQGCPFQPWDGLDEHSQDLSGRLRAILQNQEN
MIN6 prolif = MIN6 beta-cell proliferation induction; 330,000 compounds, 0.29% hits; MIN6 cells proliferation, ATPlite luminescence, 48 h; cells starved in 0.2% serum; 100% = growth in 10% serum; proliferation, % at 10 µM;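 active = compounds whose signal lies at least 3.5 SD above the mean of all wells on their plate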;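 also: 0% = DMSO-treated cells in low-serum medium and 100% = 10% serum control; some compounds called inactive have numbers as strong as hits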
NR3A LBD binder = NR3A (human) ligand-binding domain modulation; NR3A LBD differential scanning fluorimetry, Tm shift; 0% = protein alone, 100% = glycine-bound protein; Tm shift relative to glycine control, % at 25 µM; 340,000 compounds, 2.5% hits;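 active = melting temperature shift of at least 10% of the positive control shift, at one fixed dose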
A3A deaminase = blocks human APOBEC3A ssDNA deamination; recombinant A3A, FAM/TAMRA ssDNA deamination fluorescence; inhibition, % at 20 µM; 330,000 compounds, 0.41% hits; AID 493011;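 active = at least 40% inhibition at 20 µM here, with at most 30% in a related deaminase screen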;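 also: plate controls were A3A with DMSO for no effect and wells lacking A3A enzyme for full effect; some results filed as inactive read as strong as hits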
Target sequence (P31941 whole entry, looked up): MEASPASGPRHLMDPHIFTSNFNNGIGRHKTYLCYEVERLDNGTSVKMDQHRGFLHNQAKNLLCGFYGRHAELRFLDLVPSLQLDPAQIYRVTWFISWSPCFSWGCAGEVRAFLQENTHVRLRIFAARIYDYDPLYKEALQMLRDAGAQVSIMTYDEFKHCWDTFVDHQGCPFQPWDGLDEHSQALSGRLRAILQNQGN
An asterisk follows results filed as active; / = no result given.

molecule	hIAP act	hIAP inh	mIAP act	mIAP block	MPTP inh	A3G deaminase	MIN6 prolif	NR3A LBD binder	A3A deaminase
CCN(CC)CCCN=C(C)c1c(O)n(C2CCCCC2)c(=O)[nH]c1=O	1.1	-10	0.85	15	-1.2	-4	-3	3	-3
COC(=O)C1=C(c2ccccc2OCc2ccccc2)C[C@@H]2CC[C@H]1N2C(=O)NCc1ccc(N(C)C)cc1	0.83	17	1.2	-23	0.2	-1	-6	-1	-1
CC1Oc2cc3c(-c4c(O)cc(O)c5c(O)c6c(cc45)OC(C)C(C)C6=O)c(O)cc(O)c3c(O)c2C(=O)C1C (stereo not drawn)	1.1	-6	0.93	7	18	9	-6	18*	14
CC1CC2(O)c3no[n+]([O-])c3CCC2N1O (stereo not drawn)	1.1	-12	1.1	-7	-0.7	4	-2	-2	6
CC(C)(O)/C=C/C(=O)[C@](C)(O)C1[C@H](O)C[C@@]2(C)C3CC=C4C(C[C@H](O)[C@@H](O)C4(C)C)[C@]3(C)C(=O)C[C@]12C (stereo partly drawn)	0.98	2	0.96	4	0.1	-2	-5	1	1
CCN1CCN(S(=O)(=O)c2ccc(Cl)c(C(=O)Nc3ccc(C(=O)N(CC)CC)cc3)c2)CC1	1.1	-13	0.93	7	-1.1	14	-2	2	35
CCN(CC)c1ccc(C=C2C(=O)NC(=S)NC2=O)cc1	0.98	2	0.77	24	8.7	10	-6	-7	2
Cc1cc(C=C(C#N)C#N)ccc1N1CCCC1	0.98	2	0.86	14	6.1	-6	-4	-2	-3
O=C1NC(=O)C(=Cc2cccc(OCCOc3ccccc3)c2)C(=O)N1	0.94	6	0.92	8	0.7	-7	-4	-1	-2
O=C(O)Cn1cc(C(=O)c2ccccc2)c2ccccc21	0.97	3	0.91	9	-0.8	-5	-3	-2	2
O=P(Nc1ccccc1)(Nc1ccccc1)Oc1cccc(Cl)c1	1	0	1.1	-10	0.4	-4	-5	-8	0
O=C(Nc1cccc2ccccc12)N1CCC2(CC1)OCCO2	1	-2	0.98	2	0.6	-3	3	0	-3
CCCN(CC1CC1)CC(O)c1ccccc1 (stereo not drawn)	0.92	8	1	0	0.8	9	-2	3	-2
CCCNc1oc(-c2cccc3ccccc23)nc1C#N	1.1	-11	1.2	-16	0.8	-2	-1	-6	-1
O=C(Cc1ccccc1)N1CCN(C2CCCCCC2)CC1	1.1	-8	0.97	3	0.1	-8	0	-1	-1

Whole records as entered above:
Results for `CC(C)(O)/C=C/C(=O)[C@](C)(O)C1[C@H](O)C[C@@]2(C)C3CC=C4C(C[C@H](O)[C@@H](O)C4(C)C)[C@]3(C)C(=O)C[C@]12C` (stereo partly drawn) = hIAP act = 0.98; hIAP inh = 2; mIAP act = 0.96; mIAP block = 4; MPTP inh = 0.1; A3G deaminase = -2; MIN6 prolif = -5; NR3A LBD binder = 1; A3A deaminase = 1
Results for `CC1Oc2cc3c(-c4c(O)cc(O)c5c(O)c6c(cc45)OC(C)C(C)C6=O)c(O)cc(O)c3c(O)c2C(=O)C1C` (stereo not drawn) = hIAP act = 1.1; hIAP inh = -6; mIAP act = 0.93; mIAP block = 7; MPTP inh = 18; A3G deaminase = 9; MIN6 prolif = -6; NR3A LBD binder = 18*; A3A deaminase = 14

The results go on.
molecule	hIAP act	hIAP inh	mIAP act	mIAP block	MPTP inh	A3G deaminase	MIN6 prolif	NR3A LBD binder	A3A deaminase
O=C1NC(=O)N(Cc2ccccc2)C(=O)/C1=C\N1CCCc2ccccc21	0.93	7	1.1	-6	0.1	-3	-1	-1	-2
CC(NC1CCCCC1)C(O)C12CC3CC(CC(C3)C1)C2 (stereo not drawn)	1	-3	1.1	-13	1.3	-5	-1	-17	-5
O=c1[nH]c(=O)n(Cc2ccco2)c(O)c1/C=N/N1CCCCCC1	0.87	13	1	0	-1.8	-2	0	-7	-3
Cc1cccc(CN2CCN(C(=O)Cc3ccccc3)CC2)c1	1.1	-11	0.97	3	1.4	-6	-4	-1	-3
COc1ccc(-n2c(/C=C/c3ccc(O)c(OC)c3)nc3ccccc3c2=O)cc1	1.3	-27	0.99	0	1.7	-63	-2	-8	-28
O=C(Nc1ccc(C(F)(F)F)cc1)c1cccn(Cc2ccc3c(c2)OC(F)(F)O3)c1=O	1.1	-12	0.88	12	15	-5	-6	25*	3
O=C(C[n+]1ccn(CCCNP2(=O)C=C(c3ccccc3)OC(c3ccccc3)=C2)c1)c1ccccc1	0.98	2	0.97	2	-0.9	-7	1	-1	-3
O=C(c1cc2c(s1)CCCCCC2)N1CCC2(CC1)OCCO2	1.2	-23	0.98	2	-0.2	-4	-2	1	2
CCOC(=O)c1sc(/N=C/c2c(O)n(-c3ccccc3)c(=O)[nH]c2=O)c(C#N)c1C	0.91	9	0.93	7	-0.8	4	0	1	-1
Cc1cc(C)cc(NC(=O)CCNC(=O)N2C[C@H]3C[C@@H](C2)c2cccc(=O)n2C3)c1	1.1	-8	1.4	-43	0.1	-4	1	1	-2
C=C(CO)CC1CC(O)[C@]2(C)OC3CC4OC5C[C@]6(C)O[C@]7(C)CCC8OC9C[C@]%10(C)OC%11C(C)=CC(=O)OC%11CC%10OC9C[C@@H](C)C8OC7CC6O[C@]5(C)C/C=C\C4OC3CC2O1 (stereo partly drawn)	1.1	-8	0.95	5	-1.6	-8	-7	-1	0
CC(=O)c1ccc(-c2ccccc2)cc1	1	-3	0.9	10	0.6	-12	1	-2	0
O=C(CCl)Nc1nccs1	0.95	5	0.96	4	-0.2	13	-6	1	6
Cc1ccc2c(c1)C1CN(C)CCC1N2C(=O)Nc1cccc(C(F)(F)F)c1 (stereo not drawn)	0.93	7	1.4	-38	44	-1	-6	-2	-1
CCc1ccc(CN2CCN(C(=O)Cc3ccccc3)CC2)cc1	1.1	-12	0.98	2	-0.2	-3	7	0	-2
CCOC(=O)C1(CCc2ccccc2)CCN(Cc2cccc3cnccc23)CC1	1.1	-12	1	-1	10	-2	-3	2	6
Cc1ccccc1-n1c(C)nc2ccsc2c1=O	1	0	1.1	-7	-0.3	-4	1	1	0
CC1CCCCN1Cc1ccc(Cl)nc1 (stereo not drawn)	1.1	-8	1	-4	3.6	-6	0	0	-6
CC(C)NC(=O)c1ccc(N2CC3CC(C2)c2cccc(=O)n2C3)c([N+](=O)[O-])c1 (stereo not drawn)	0.95	5	0.94	6	-0.5	-8	-3	-3	1
CCOc1c(P(=S)(N(C)C)N(C)C)c(C)nn1-c1ccccc1	1.2	-15	1.1	-8	-6.6	5	-3	1	42*
CCn1c(C(=O)N2CCC(C(=O)N3CCC4(CC3)OCCO4)CC2)cc2sccc21	0.79	22	1.1	-6	-0.2	-3	-3	-3	-1
CCCn1c(C(=O)c2ccc(OC)cc2)nc2ccccc21	0.95	5	0.94	6	0.5	4	1	1	5
CC(=O)Nc1nnc(CCN(CCc2nnc(NC(C)=O)s2)[N+](=O)[O-])s1	1.1	-8	1.1	-9	0.8	-7	0	-2	-4
COCCNCCOc1ccc(C(C)(C)c2ccccc2)cc1	0.97	3	1	-2	78*	-3	-3	-1	-2
COC(=O)C1=C(c2cccc(C#N)c2)C[C@@H]2CC[C@H]1N2C(=O)NCCCOC(C)C	1.1	-6	1	0	0.3	-8	-2	1	-3
COCCOC(=O)C1=C(N)Oc2c(c(=O)oc3ccccc23)[C@@]12C(=O)Nc1ccccc12	1	-5	0.95	5	1.8	-3	-1	0	-4
C=Cn1ccnc1P(=S)(c1ccn(C)c1)c1nccn1C=C	1.1	-12	1	-3	-1.1	-5	-2	1	-3
CC(=O)N1CCC2(CC1)CC(=O)c1cc(OCC(=O)N3CCC4(CC3)OCCO4)ccc1O2	1.1	-11	1.1	-10	1.3	-5	3	-1	-2
C[N+](C)(C)CC(=O)O	1	-2	0.96	4	-3.4	-6	-1	13*	-2
Cc1cc(N)n(C2CCN(C)CC2)n1	1.1	-12	1.1	-10	-0.5	-3	0	-1	2
CN1CCC(O)(c2ccc(Cl)cc2)C(C(=O)c2ccc(Cl)cc2)C1 (stereo not drawn)	1	-1	0.99	1	-3.5	0	-6	1	1
O=C(c1cnn2c(C(F)(F)F)cc(-c3ccccc3)nc12)N1CCC2(CC1)OCCO2	1.1	-5	0.96	4	-1.6	-5	-1	2	0
CC1CN=C(Nc2ccc(F)c(Cl)c2)S1 (stereo not drawn)	0.92	8	0.94	6	0.8	19	0	1	1
CCOC(=O)N(C)c1ccc(C(O)(C(=O)OCC)C(F)(F)F)cc1 (stereo not drawn)	0.94	6	0.95	5	4.9	-8	1	-1	-2
Cc1ccc(CN2CCCN(Cc3ccc(Cl)cc3)S2(=O)=O)cc1	0.91	9	1	-2	-0.2	-3	-2	2	-2
COC(=O)C1=C(c2ccc(F)cc2F)C[C@@H]2CC[C@H]1N2C	0.9	10	0.95	5	-0.2	-9	-4	1	-1
COc1ccc2[nH]c(C)c(CCNCc3cc(OC)c(OC)c(OC)c3)c2c1	0.96	4	1	-1	-2.9	1	-3	0	1
Cc1cc(N2C(=O)CC(N3CCC(n4c(=O)[nH]c5ccccc54)CC3)C2=O)no1 (stereo not drawn)	1.1	-6	1	-4	-0.4	1	-3	1	5
CCCC(=O)NC(Oc1ccc(Cl)cc1Cl)C(Cl)(Cl)Cl (stereo not drawn)	1.1	-8	0.89	12	20	-5	0	/	-3
O=c1[nH]c(=O)n(C2CCCCC2)c(O)c1/C=C/C=Nc1ccccc1	0.98	2	0.97	3	1.7	-5	6	-3	-7
COc1ccc(N=C(C)c2c(O)n(C3CCCCC3)c(=O)[nH]c2=O)c(OC)c1	0.85	15	0.96	4	4.8	-4	2	2	-2
COC(=O)c1c(C)n(Cc2ccco2)c2ccc(O)cc12	0.99	1	0.97	3	0.4	-8	-3	2	-2
CN(C)C(=O)Oc1cccc(-c2cn3cc(Cl)ccc3n2)c1	1.1	-12	1	-3	-1.4	-3	-2	-11	1

This is a subset; rates above refer to the full screens.
